Growth percent in the NCI-60 one-dose screen (48 h, 10 µM unless noted): 100 = growth as untreated, 0 = no growth, -100 = all killed.
MOLT-4: MOLT-4 leukemia cells | hit rate 6.9% among 80,000
HOP-92: HOP-92 NSCLC cells; hit rate 6.3% among 71,000; AID 1794738
CCRF-CEM: CCRF-CEM leukemia | hit rate 7% among 77,000 | AID 1794778
M14: M14 melanoma; hit rate 6.2% among 80,000; AID 1794745
A549/ATCC: A549/ATCC NSCLC. hit rate 3.7% among 81,000. AID 1794740
EKVX: EKVX NSCLC | hit rate 3% among 71,000
HOP-62: HOP-62 NSCLC | hit rate 3.9% among 80,000
RPMI-8226: RPMI-8226 leukemia cells; hit rate 7.5% among 77,000
An asterisk follows results filed as active; . = not tested or not shown; & = joins results of further samples. Rule for the calls: active = growth percent below 10; inactive = the rest.

Sequence of screens: MOLT-4	HOP-92	CCRF-CEM	M14	A549/ATCC	EKVX	HOP-62	RPMI-8226
- CC(O)c1ncc(/C=C2\SC(=S)N(Cc3ccco3)C2=O)s1 (centres undefined)
 : 91	75	74	91	102	99	104	61
- NC[C@H]1O[C@H](O[C@H]2C(O[C@@H]3O[C@H](CO)[C@@H](O)[C@H]3O)[C@@H](O)[C@H](N)C[C@@H]2N)[C@H](N)[C@@H](O)[C@@H]1O (some centres undefined)
 : 95	.	99	105	97	108	105	100
- CC1CN(Cc2ccco2)C(=S)NC1=O (centres undefined)
 : 93	100	94	101	101	115	107	97
- COc1ccc(-c2nn(Cc3cc(OC)c(OC)c(OC)c3)c3c2-c2oncc2CC3)cc1OC
 : 82	.	89	103	85	85	98	86
- Cc1ccc(S(N)(=O)=O)c(C)c1
 : 113	113	115	114	108	98	111	110
- Cc1ccc(Oc2ccc([N+](=O)[O-])cc2)cc1
 : 92	.	85	104	100	111	106	94
- CCOc1nc(-c2cccs2)n2nc(-c3cccs3)cc2n1
 : 111	57	88	124	.	80	85	88
- CS(=O)(=O)Nc1cc(-c2ccc3ncnc(Nc4cccc(Cl)c4)c3c2)cnc1Cl
 : -16*	-23*	15	-2.1*	-13*	-24*	3.9*	-45*
- O=C(Nc1ccc2c(O)cc(S(=O)(=O)O)cc2c1)Nc1ccc2c(O)c(N=Nc3ccc4cc(S(=O)(=O)O)ccc4c3)c(S(=O)(=O)O)cc2c1
 : 106	111	28	97	97	116	117	58
- COc1ccc(Nc2nc(N)nc(CN3CC(C)CC(C)C3)n2)cc1 (centres undefined)
 : 85	85	.	96	98	.	103	97
- COc1ccc(NC(=O)Nc2ccc(OCC(=O)N=Nc3c(O)[nH]c4ccccc34)cc2)cc1
 : .	114	.	96	119	103	112	118
- Nc1ncnc2c1ncn2C1OC2COP(O)(=S)OC3C(COP(=O)(O)OC2C1F)OC(n1ccc(=O)[nH]c1=O)C3F (centres undefined)
 : 102	60	92	94	81	100	106	90
- COc1ccc2nc(Cl)c(/C=C3/SC(=O)NC3=O)cc2c1
 : 103	70	95	89	93	76	83	99
- CCOC(CCC#N)c1ccc(C)cc1 (centres undefined)
 : 91	113	111	110	106	109	82	110
- CC(=O)NS(=O)(=O)c1ccc(NCCc2c(C)nc3scc(-c4ccc(C)cc4)n3c2=O)cc1
 : 88	63	95	111	93	.	101	83

In the list so far, these have a furan ring, fused or not:
Sequence of screens: MOLT-4	HOP-92	CCRF-CEM	M14	A549/ATCC	EKVX	HOP-62	RPMI-8226
- CC(O)c1ncc(/C=C2\SC(=S)N(Cc3ccco3)C2=O)s1 (centres undefined)
 : 91	75	74	91	102	99	104	61
- CC1CN(Cc2ccco2)C(=S)NC1=O (centres undefined)
 : 93	100	94	101	101	115	107	97

Going on with the list:
Sequence of screens: MOLT-4	HOP-92	CCRF-CEM	M14	A549/ATCC	EKVX	HOP-62	RPMI-8226
- CC(=O)Oc1ccc2cc(-c3cccnc3)c(=O)oc2c1
 : 96&112	84	98	83&106	100&93	86&98	100&108	.
- C=CCOCCN
 : 89	97	96	122	93	113	99	97
- CC(C)(C)c1cc(C=O)cc(C(C)(C)C)c1O
 : 15	79	14	101	101	126	106	73
- CC1CCCNC1C (centres undefined)
 : 122	85	112	.	107	106	106	115
- COc1ccc(/C=C/c2nc(N3C(=O)C(Cl)C3c3ccc(Cl)cc3)c3ccccc3n2)cc1 (centres undefined)
 : 93	101	94	75	84	80	90	96
- O=C(O)CCNC1CCCCC1
 : 103	100	102	93	102	115	92	96
- Cc1cccc[n+]1CCC(N)=O
 : 112	127	98	.	102	103	97	114
- Cc1cc(OCCO)cc(C)c1Cl
 : 100	114	96	112	104	142	111	102
- CC(C)CCC[C@@H](C)[C@H]1CC[C@H]2[C@@H]3CC[C@H]4CC(=O)[C@H](Br)C[C@]4(C)[C@H]3CC[C@]12C
 : 111	112	111	101	100	102	97	101
- Cc1nc2c(cnn2-c2ccccc2)c(=O)n1-c1ccc(NC(=O)c2ccco2)cc1
 : 87	98	76	92	91	73	102	74
- CC(=O)/C=C/c1ccco1
 : 111&102	81&102	99&108	92&96	106&95	106	90	100&111
- O=C(CSc1nnc(-c2ccc3nc(-c4ccccc4)[nH]c3c2)o1)Nc1ccc(C(=O)/C=C/c2ccccc2)cc1
 : 93	149	107	.	106	106	104	94
- N=c1c2cc(-c3ccccc3)oc2ncn1/N=C/c1ccc(Cl)cc1
 : 88	105	71	.	42	85	83	81
- COc1cc2c(cc1OCCCCN1CCN(CC(=O)Nc3ccc(Cl)cc3C(=O)c3ccccc3Cl)CC1)N=CC1CCCN1C2=O (centres undefined)
 : -45*	-86*	-60*	-68*	-70*	-79*	-89*	-74*
- O=c1c2cnn(-c3ccccc3)c2n2cnnc2n1-c1ccccc1
 : 91	87	86	94	81	99	72	104
- CN(C)c1ccc(C(=O)OCCCCCCl)cc1
 : 86	89	122	95	100	97	92	106
- COc1ccc([Si](C)(C)CNCCSS(=O)(=O)O)cc1
 : 112	.	100	53	93	91	96	93
- S=c1sc2ccccc2n1CCNc1ccccc1
 : 102	81	98	105	105	.	.	95
- O=c1ccn(-c2nc(-c3ccccc3)oc2-c2ccccc2)c(=O)[nH]1
 : 126	79	102	123	109	101	122	105
- CCN(CC)C(=O)c1nc(-c2cccc3ccccc23)no1
 : 93	85	92	97	84	.	109	88
- COc1cccc(/C=C/C(=O)/C=C(/C=C/c2cccc(OC)c2OC)OB(F)F)c1OC
 : 9.6*	103	7.5*	62	89	88	80	24
- Cc1c/c(=N\NC(=O)Nc2ccc(Br)cc2)oc2cc(O)ccc12
 : 93	97	.	97	100	97	101	94
- COc1ccc(Cn2nc(-c3ccc(OC)c(OC)c3)c3c2CCc2cnoc2-3)cc1
 : 79	55	107	117	93	72	102	101
- OCc1ccc(O)c(CO)n1
 : 110	100	97	101	106	100	109	101
- O=C(Nc1ccc(S(=O)(=O)NC2CCCCCC2)cc1)C(c1ccccc1)S(=O)(=O)c1ccc(F)cc1 (centres undefined)
 : 7.0*	-12*	4.6*	2.3*	-12*	5.6*	-17*	-23*
- CN(C)c1ccc(-c2nc(N3CCOCC3)c3c4c(sc3n2)CCCC4)cc1
 : 94	94	105	97	100	81	90	106
- O=C(N/N=C/c1cccc2ccccc12)C1CC1
 : 113&67	95&98	88	108&110	89&100	53&73	116&104	98&86
- COc1ccc2[nH]c3nc4cnccc4cc3c2c1
 : 102	139	98	102	100	72	96	101
- NCC(O)CN
 : 89	.	75	97	104	106	93	118
- CCN(CC)S(=O)(=O)c1ccc(O)c(NC(=O)c2[nH]c(C)c3c2CCCCC3=O)c1
 : 67	31	58	48	75	91	33	32
- Cc1c(C(=O)C2C(=O)N(c3ccccc3)N=C2C(F)(F)F)nnn1-c1ccccc1 (centres undefined)
 : 103	105	102	.	111	104	99	94
- CCC/C=C/C=N/N1C(=S)N(c2ccccc2)[C@]23OC(N)=C(C#N)[C@]12C(=O)c1ccccc13
 : 86	76	99	103	86	96	68	83
- COc1ccc2cc(C(C)c3nnc(NC4CCCCC4)s3)ccc2c1 (centres undefined)
 : 90	.	.	102	96	96	77	97
- Cn1c(=O)c2[nH]c(Nc3cc(Cl)ccc3Cl)nc2n(C)c1=O
 : 106	.	100	109	89	92	103	91
- CC1=C[C@H]2c3c(c(O)c(O)c4oc5ccccc5c(=O)c34)[C@H](c3cc(O)c(O)c4oc5ccccc5c(=O)c34)[C@H]2C(C)(C)C1
 : 2.9*	-5.3*	5.4*	-70*	-12*	19	-9.6*	15
- O=C1c2cccc3c2C2(O)c4c1cccc4C(=O)c1cccc(c12)C3=O
 : 78	109	60	104	91	108	117	58
- NC(=O)c1ncn([C@@H]2O[C@H](CO)[C@@H](O)[C@H]2O)c1N
 : 91	94	100	94	91	93	95	99
- CC1SC2(CCC(c3ccccc3)CC2)N(NC(=O)Cc2ccccc2Nc2c(Cl)cccc2Cl)C1=O (centres undefined)
 : 92	.	12	92	93	100	101	87
- COc1cccc(C(=O)NNc2nc(N3CCOCC3)nc(N3CCN(C(c4ccccc4)c4ccccc4)CC3)n2)c1
 : 63	70	85	114	62	.	82	71
- CC1CCN(C(C(=O)c2ccccc2)c2ccccc2)CC1 (centres undefined)
 : 106	108	110	95	97	100	85	115
- CCOC(=O)c1cnc2nc(NCc3ccc(OC)c(OC)c3)[nH]n2c1=O
 : 106	101	.	102	86	98	89	99
- COc1ccc(-c2nc3ccccn3c2/C=C/C(=O)c2cc(OC)c(OC)c(OC)c2)cc1OC
 : 26	-22*	16	13	21	28	28	-26*
- COc1ccc(OC)c(-c2cc(-c3ccc(Cl)cc3)c3c(N)c(C(C)=O)sc3n2)c1
 : 91	89	105	90	79	87	86	89
- C#CC[C@@H]1C[C@]2(C)[C@H]3CC=C4[C@H]5[C@@H](C)[C@H](C)CC[C@]5(C(=O)NCCN(CCN)CCN)CC[C@@]4(C)[C@]3(C)CC[C@H]2C(C)(C)[C@H]1OC(C)=O
 : 56	44	39	83	101	99	91	84
- CN(C)c1ccc(-c2nc3ncc(Br)cc3o2)cc1
 : 81	62	77	98	103	78	92	74
- COc1cc(CCn2nnc3c(Nc4ccc(N5CCCC5)cc4)ncnc32)cc(OC)c1
 : 67	69	80	73	86	.	78	77
- COc1ccc(C(=O)C[n+]2cc(Br)cc(Br)c2)cc1
 : 102	96	93	104	71	110	95	100
- CC1=C(C(=O)Nc2ccccn2)C(c2cn(-c3ccccc3)nc2-c2ccc(F)cc2)C(C(=O)Nc2ccccn2)=C(C)N1
 : 86	65	90	100	85	77	93	82
- O=c1[nH]ccc2c(S(=O)(=O)N3CCCNCC3)cccc12
 : 85	30	89	88	81	65	69	106
- CCCNC(=S)Nc1ccccc1
 : 100	.	101	101	97	99	112	108
- Cc1ncc(O)c(CO)c1O
 : 97	133	107	98	97	110	92	116
- COc1ccc(N(C(=O)c2cccc(OC)c2)C(C(=O)NC(C)(C)C)c2cc3c(C)cc(C)cc3nc2Cl)cc1 (centres undefined)
 : 65	40	78	80	78	71	88	64
- COc1ccc2[nH]cc(-c3nc(-c4ccsc4)cs3)c2c1
 : 76	.	.	92	78	71	.	.
- COc1ccc2c(c1)OCN(c1nccnn1)C2
 : .	94	105	96	100	107	96	108
- O=C(Nc1ncc(Cc2cc(C(F)(F)F)ccc2Cl)s1)c1ccc2nnsc2c1
 : 43	68	38	55	60	64	66	39
- O=C(O)c1ccc(N/N=C\c2cc(=O)[nH]c(=O)[nH]2)cc1
 : 96	.	107	105	94	99	106	116
- CCN1CCN(c2nc(O)c(/C=C3\C=Nc4ccccc43)s2)CC1
 : 80	.	97	102	96	108	99	106
- O=C1C(c2c[nH]c3ccccc23)=C(c2coc3cc(Br)ccc23)C(=O)N1O
 : 99	92	89	101	98	84	104	90
- S=c1nc(-c2ccccn2)c(-c2ccccn2)n[nH]1
 : 88	66	97	98	105	.	110	112
- CSc1cc(Cl)nc(N)n1
 : 93	93	120	111	109	101	101	109
- N#Cc1c(-c2ccc(Br)cc2)cc(-c2c[nH]c3ccccc23)nc1-c1c[nH]c2ccccc12
 : 99	93	103	103	99	86	98	102

Grouped by structure, those above with an NH in an aromatic ring (14)
Sequence of screens: MOLT-4	HOP-92	CCRF-CEM	M14	A549/ATCC	EKVX	HOP-62	RPMI-8226
- COc1ccc(NC(=O)Nc2ccc(OCC(=O)N=Nc3c(O)[nH]c4ccccc34)cc2)cc1
 : .	114	.	96	119	103	112	118
- Nc1ncnc2c1ncn2C1OC2COP(O)(=S)OC3C(COP(=O)(O)OC2C1F)OC(n1ccc(=O)[nH]c1=O)C3F (centres undefined)
 : 102	60	92	94	81	100	106	90
- O=C(CSc1nnc(-c2ccc3nc(-c4ccccc4)[nH]c3c2)o1)Nc1ccc(C(=O)/C=C/c2ccccc2)cc1
 : 93	149	107	.	106	106	104	94
- O=c1ccn(-c2nc(-c3ccccc3)oc2-c2ccccc2)c(=O)[nH]1
 : 126	79	102	123	109	101	122	105
- COc1ccc2[nH]c3nc4cnccc4cc3c2c1
 : 102	139	98	102	100	72	96	101
- CCN(CC)S(=O)(=O)c1ccc(O)c(NC(=O)c2[nH]c(C)c3c2CCCCC3=O)c1
 : 67	31	58	48	75	91	33	32
- Cn1c(=O)c2[nH]c(Nc3cc(Cl)ccc3Cl)nc2n(C)c1=O
 : 106	.	100	109	89	92	103	91
- CCOC(=O)c1cnc2nc(NCc3ccc(OC)c(OC)c3)[nH]n2c1=O
 : 106	101	.	102	86	98	89	99
- O=c1[nH]ccc2c(S(=O)(=O)N3CCCNCC3)cccc12
 : 85	30	89	88	81	65	69	106
- COc1ccc2[nH]cc(-c3nc(-c4ccsc4)cs3)c2c1
 : 76	.	.	92	78	71	.	.
- O=C(O)c1ccc(N/N=C\c2cc(=O)[nH]c(=O)[nH]2)cc1
 : 96	.	107	105	94	99	106	116
- O=C1C(c2c[nH]c3ccccc23)=C(c2coc3cc(Br)ccc23)C(=O)N1O
 : 99	92	89	101	98	84	104	90
- S=c1nc(-c2ccccn2)c(-c2ccccn2)n[nH]1
 : 88	66	97	98	105	.	110	112
- N#Cc1c(-c2ccc(Br)cc2)cc(-c2c[nH]c3ccccc23)nc1-c1c[nH]c2ccccc12
 : 99	93	103	103	99	86	98	102
